High-throughput results (PubChem BioAssay)
HIV RNase H inh: inhibitors of HIV-1 reverse transcriptase RNase H; AID 565; P04585; 65,000 tested, 1.9% active; RT-RNase H RNA/DNA duplex cleavage, fluorescence; inhibition, % at 10 µM; in the data active means inhibition above about 50%
RmlC RmlD mix: RmlC/RmlD inhibition, mixture screen | AID 1532 | 110,000 tested, 0.39% active | inhibition, % at 5.5 µM | RmlC/RmlD coupled enzyme inhibition, 384-well mixture HTS; in the data active means inhibition above about 30%, passing the limit was not always enough; inconclusive means no clear call, values can overlap the other calls; further: strong numbers were not always called active
* = called active by the depositor; u = inconclusive; x = not tested or not shown.

| molecule | HIV RNase H inh | RmlC RmlD mix |
| --- | --- | --- |
| Cc1cc(C)nc(SCC(=O)N2CCCCC2)n1 | -30 | 3 |
| Cc1ccc(-c2nc3ccccc3s2)cc1S(=O)(=O)N1CCCC1 | x | 1 |
| CN(C1CCS(=O)(=O)C1)S(=O)(=O)c1cccc2nsnc12 (stereo unspecified) | 0 | 10 |
| CCOCC(=O)Nc1sc2c(c1C(=O)OCC)CCCC2 | -25 | x |
| CC(C)(C)OC(=O)NCCCCCNC(=O)c1[nH]cnc1C(=O)N[C@@H](CCCCNC(=O)OC(C)(C)C)C(=O)OC(C)(C)C | x | -1 |
| O=C1NC2(CCCCC2)Oc2ccccc21 | -10 | -9 |
| Cc1c(NC(=O)CN2C(=O)C3C4C=CC(C4)C3C2=O)c(=O)n(-c2ccccc2)n1C (stereo unspecified) | 16 | -11 |
| Clc1ccc(OCc2nn3c(-c4ccco4)nnc3s2)cc1 | -13 | 10 |
| CC(=O)OC1C([N+]2(C)CCCCC2)C[C@H]2C3CC[C@H]4C[C@H](OC(C)=O)C([N+]5(C)CCCCC5)CC4(C)[C@H]3CCC12C (stereo partly specified) | x | -16 |
| CC(C)CC(CO)N1CCN(C(=O)c2ccc(Cl)c(Cl)c2)CCC1=O (stereo unspecified) | x | -165 |
| Cc1ccc(CC2S/C(=C(/C#N)C(=O)NCc3ccco3)N(c3ccccc3)C2=O)cc1 (stereo unspecified) | 6 | -5 |
| COc1ccc(C2=NOC(C(=O)Nc3ccc(C)cc3)C2)cc1OC (stereo unspecified) | 0 | 5 |

Molecules shown so far that have nitrogen in an aromatic ring (6):
| molecule | HIV RNase H inh | RmlC RmlD mix |
| --- | --- | --- |
| Cc1cc(C)nc(SCC(=O)N2CCCCC2)n1 | -30 | 3 |
| Cc1ccc(-c2nc3ccccc3s2)cc1S(=O)(=O)N1CCCC1 | x | 1 |
| CN(C1CCS(=O)(=O)C1)S(=O)(=O)c1cccc2nsnc12 (stereo unspecified) | 0 | 10 |
| CC(C)(C)OC(=O)NCCCCCNC(=O)c1[nH]cnc1C(=O)N[C@@H](CCCCNC(=O)OC(C)(C)C)C(=O)OC(C)(C)C | x | -1 |
| Cc1c(NC(=O)CN2C(=O)C3C4C=CC(C4)C3C2=O)c(=O)n(-c2ccccc2)n1C (stereo unspecified) | 16 | -11 |
| Clc1ccc(OCc2nn3c(-c4ccco4)nnc3s2)cc1 | -13 | 10 |

Following part:
| molecule | HIV RNase H inh | RmlC RmlD mix |
| --- | --- | --- |
| CN(C)CCCn1c(NC(=O)C2CCCCC2)nc2ccccc21 | -24 | 14 |
| Cc1ccc(NS(=O)(=O)c2ccccc2)c2c1CC(C)(C)O2 | x | 1 |
| O=C(NCC1CCCO1)C1CCN(S(=O)(=O)c2cccc3nonc23)CC1 (stereo unspecified) | -3 | 1 |
| CCCCn1nc2cc(C(=O)NCC3CC3)ccc2c1OCC | x | 26 |
| COc1ccc2nc(SCC(=O)Nc3ccccc3C)[nH]c2c1 | x | 15 |
| CCOC(=O)c1c(C)[nH]sc1=S | 13 | x |
| COc1cccc(OC)c1OCCOCCn1cnc2ccccc2c1=O | -46 | -1 |
| COc1ccc(NC(=O)C(c2ccc(C)cc2)N(C)C(=O)c2cnccn2)cc1 (stereo unspecified) | -1 | -11 |
| Cc1ccc(S(=O)(=O)c2cc3c(=O)n4ccccc4nc3n(C)c2=N)cc1 | -15 | x |
| Cc1c(Cl)cccc1NC(=S)NCc1ccccc1 | x | 4 |
| CCOc1ccc2nc3c(cc2c1)CN(CCCO)C(=NCCOC)S3 | 3 | -9 |
| O=C(N/N=C/c1ccc(Cl)cc1)c1cc2c(s1)-c1ccccc1CC2 | x | -1 |
| COc1ccc(NC(=S)Nc2ccc3nc(C)c(C)nc3c2)cc1 | x | 2 |
| O=C(CCC(=O)c1cccs1)NCc1ccccc1 | -4 | 4 |
| CCCn1c(SCC(=O)c2ccc3c(c2)OCCO3)nnc1-c1ccco1 | -18 | 12 |
| CC1CCCN(C(=O)C2CCN(CC(C)c3ccccc3)CC2)C1 (stereo unspecified) | x | 11 |
| Cc1nnc(SCC(=O)Nc2sc3c(c2C(N)=O)CCCC3)[nH]c1=O | x | 58 |
| CCC(=O)O[C@]1(C(=O)CCl)[C@@H](C)C[C@H]2[C@@H]3CCC4=CC(=O)C=C[C@]4(C)[C@@]3(F)[C@@H](O)C[C@@]21C | 8 | 7 |
| O=C(CNC(=O)c1ccco1)NCC(=O)OCc1cccc(C(=O)Oc2ccccc2)c1 | -8 | 2 |
| CCN1CCN(C(c2cccs2)C(C)NC(=O)c2ccco2)CC1 (stereo unspecified) | -34 | -7 |
| COc1ccc(C2c3c(ncn(CCN4CCOCC4)c3=N)Oc3ccc4ccccc4c32)cc1OC (stereo unspecified) | x | -7 |
| CC1CCC(=C(C#N)c2nc(-c3cc4ccccc4oc3=O)cs2)CC1 (stereo unspecified) | x | -4 |
| Cc1ccc(CNc2oc(-c3ccco3)nc2C#N)cc1 | -57 | x |
| CCS(=O)(=O)N1CCCC(C(=O)NCc2cccc(OC)c2)C1 (stereo unspecified) | 0 | x |
| COC(C/C=C\[C@@H](O)COCc1ccccc1)OC | x | -5 |
| CCOC(=O)c1c(NC(=O)CS(=O)(=O)c2cn(CC)c3ccccc23)sc2c1CCCC2 | x | -5 |
| CN1C=CC2=C(C#N)C(N)C(C#N)(C#N)C(c3ccccc3)C2C1 (stereo unspecified) | -10 | x |
| COC(=O)C1=C(O)CSC1=Nc1ccccc1 | x | -1 |
| O=C(c1ccc2nc(N3CCOCC3)sc2c1)N1CCC2(CC1)OCCO2 | -10 | x |
| Cc1cccc(N2CCN(S(=O)(=O)c3ccc4c(c3)CCN4C(=O)CCC(=O)O)CC2C)c1 (stereo unspecified) | x | 7 |
| Cc1cccc(N(C(=O)c2ccc(Cl)cc2)C2CS(=O)(=O)CC2OC(=O)c2ccc(Cl)cc2)c1 (stereo unspecified) | x | -22 |
| COc1ccccc1C(=O)Nc1ccc(S(=O)(=O)Nc2cc(C)nc(C)n2)cc1 | x | -14 |
| CCN(CC)CCCN1C(=O)c2oc3ccccc3c(=O)c2C1c1cccc(OC)c1OC (stereo unspecified) | -5 | -3 |
| Cc1cccc2cc3c(N)c(C(=O)N4CCOCC4)sc3nc12 | 0 | -5 |
| Cc1ccc2cccnc2c1NC(=S)NC(=O)c1ccccc1 | x | -45 |
| CC1=C(C)CC(C(=O)NNC(=O)c2ccccc2)C(C(=O)O)C1 (stereo unspecified) | x | -15 |
| COc1cc(OC)nc(NC(C)=O)n1 | x | -10 |
| Cc1ccc(SCc2nc3ccccc3n2CC(=O)Nc2ccccc2)cc1 | x | -14 |
| CN1CCN(c2ccc3c(c2)S(=O)(=O)c2ccccc2C3=O)CC1 | x | 8 |
| COC(=O)/C(=C/Nc1cccc2ccccc12)[N+](=O)[O-] | x | 158* |
| CCOC12NC(=O)CC(=O)N1C(c1ccccc1)=CS2 (stereo unspecified) | -3 | 4 |
| O=C(Nc1ccccn1)C1(c2ccccc2)CCCC1 | -28 | -6 |
| CCOc1ccc(CC(=O)NCc2ccc3c(c2)cc(C)n3C)cc1 | x | 14 |
| C=C(C)COc1ccc(-c2nc(N)ncc2Oc2ccccc2OC)c(O)c1 | -11 | -15 |
| O=C(Nc1cccc(C(F)(F)F)c1)c1cccnc1N1CCN(c2ccccc2)CC1 | x | 8 |
| N#Cc1c(N)sc2c1CCCCCC2 | -43 | -15 |
| Cc1ccccc1CN1C(=O)C2(OCCCO2)c2ccccc21 | -4 | -11 |
| Cc1cc(C)c(NC(=S)N2CCC(N(C)CC3CCCO3)CC2)c(C)c1 (stereo unspecified) | x | -10 |

Next results
Each structure is followed by: HIV RNase H inh	RmlC RmlD mix
> COc1cccc(NC(=O)c2cnsn2)c1
    x	10
> COCc1n[nH]c(=S)n1-c1ccccc1
    x	3
> CCOC(=O)COc1cccc2c(=O)n(CC(=O)NCCc3ccc(OC)c(OC)c3)ccc12
    x	-15
> CCC(C)NC(=O)CS(=O)Cc1nc(-c2cccc(C)c2)oc1C (stereo unspecified)
    -2	-11
> CCN(c1ccccc1)c1cc(C)nc2nc(C)nn12
    -10	u
> O=C(NCCCc1ccccc1)C1CC(=O)N(c2ccc3c(c2)OCCO3)C1 (stereo unspecified)
    3	-71
> COc1ccccc1-n1c(C)cc(SC)c(C(C)=O)c1=S
    x	10
> N#Cc1cc(Oc2ccccc2)c(-n2nnc3ccccc32)cc1C#N
    x	-14
> CCOC(=O)c1c(C)n(C)c2ccc(O)c(CN(C)C)c12
    -23	-12
> CCOC(=O)CSc1nnc(-c2ccoc2C)n1-c1ccc(OCC)cc1
    -7	0
> CC1CCN(C(=O)c2ccc(N(C)S(C)(=O)=O)cc2)CC1
    -10	13
> COc1ccc(S(=O)(=O)n2nc(OC(=O)c3ccco3)cc2N)cc1
    -1	-8
> COc1cccc(Nc2ncnc3nc[nH]c23)c1
    x	-9
> Cc1ccc(C(=O)N2CCCC2)c(F)c1F
    x	-12
> O=C1NC(Cc2c[nH]c3ccccc23)C(=O)N1c1ccc(F)cc1 (stereo unspecified)
    x	-11

Reprinted from the part before: 2 entries, then new ones.
Each structure is followed by: HIV RNase H inh	RmlC RmlD mix
> Cc1ccc(C(=O)N2CCCC2)c(F)c1F
    x	-12
> O=C1NC(Cc2c[nH]c3ccccc23)C(=O)N1c1ccc(F)cc1 (stereo unspecified)
    x	-11
> O=C(NCCCn1ccnc1)c1cc2c(s1)CCCCC2
    0	-11
> COc1nc(C)nc2c1sc(=S)n2C
    -3	-7
> O=C(NCc1ccccc1)c1ccc(-c2ccccc2F)o1
    -46	8
> COc1cccc(C(=O)OCC(=O)Nc2ccccc2N2CCOCC2)c1
    -1	-5
> Cc1cc2c3c(c1)C(C)(c1ccccc1)CC(C)(C)N3C(=O)C21C(C#N)=C(N)OC2=C1C(=O)CC(C)(C)C2 (stereo unspecified)
    x	111
> CN1C(=S)SC(/[N+]([O-])=C\c2cccs2)C1(C)C (stereo unspecified)
    -6	10
> Cc1cc(=O)oc2cc(OCC(O)CN3CCN(c4ccccc4)CC3)ccc12 (stereo unspecified)
    -6	x
> Cc1ccc(C(=O)Nc2c(-c3cccs3)nc3cc(C)ccn23)cc1
    x	7
> CC1CCN(c2c(NCC3CCC(C(=O)NCCc4ccccc4)CC3)c(=O)c2=O)CC1 (stereo unspecified)
    x	-8
> O=C(Nc1ccc2sc3ccccc3c(=O)c2c1)c1ccccc1Cl
    x	5
> Fc1cccc(-c2cc3nc4c(c(N5CCC6(CC5)OCCO6)n3n2)CCCC4)c1
    -23	-9
> COC(=O)c1ccc(CSc2ncn[nH]2)o1
    7	-14
> COC(=O)C1=C(c2cccc(OC)c2OC)C[C@@H]2CC[C@H]1N2C(=O)NCCNC(C)=O
    x	7
> N#CCSc1nnc(-c2ccccc2)c(-c2ccccc2)n1
    -64	-12
> c1ccc(Oc2cc(-c3ccccc3)ncn2)cc1
    x	9

Fetched by compound from the entries so far (2):
Each structure is followed by: HIV RNase H inh	RmlC RmlD mix
> Cc1ccc(C(=O)Nc2c(-c3cccs3)nc3cc(C)ccn23)cc1
    x	7
> CN(C)CCCn1c(NC(=O)C2CCCCC2)nc2ccccc21
    -24	14

Four compounds already listed, arranged by formula weight, descending.
Each structure is followed by: HIV RNase H inh	RmlC RmlD mix
> CC(C)(C)OC(=O)NCCCCCNC(=O)c1[nH]cnc1C(=O)N[C@@H](CCCCNC(=O)OC(C)(C)C)C(=O)OC(C)(C)C
    x	-1
> COC(=O)C1=C(c2cccc(OC)c2OC)C[C@@H]2CC[C@H]1N2C(=O)NCCNC(C)=O
    x	7
> CCC(C)NC(=O)CS(=O)Cc1nc(-c2cccc(C)c2)oc1C (stereo unspecified)
    -2	-11
> COc1ccc(C2=NOC(C(=O)Nc3ccc(C)cc3)C2)cc1OC (stereo unspecified)
    0	5

The list continues.
Each structure is followed by: HIV RNase H inh	RmlC RmlD mix
> OCCN1CCN(CC(O)COc2ccc3c(c2)OCO3)CC1 (stereo unspecified)
    4	-10
> COC(=O)c1cncc(O)c1
    x	-11
> Cc1cc(NC(=O)COC(=O)C(Nc2ccc(C(F)(F)F)cc2Cl)C(C)C)no1 (stereo unspecified)
    8	-14
> CCCCc1c(C)c2ccc(OCC(C)=O)cc2oc1=O
    1	0
> Nc1c(Nc2ccccc2)c2ccccc2oc1=O
    -10	-10
> CC(C)=CCc1c2c(c3occ(-c4ccc(O)cc4)c(=O)c3c1O)C=CC(C)(C)O2
    x	-11
> Cc1noc(C)c1COc1ccc(C(=O)OCc2nnc(-c3ccc(Cl)cc3)o2)cc1
    -23	11
> COc1cccc(NC(=O)N(CCCN2CCOCC2)C(C)c2cc3cccc(OC)c3o2)c1 (stereo unspecified)
    -19	4
> COc1cccc(C(=O)NNC(=O)c2ccccc2Br)c1
    x	u
> Cc1ccc(CC(=O)N2CCN(c3ccccn3)CC2)cc1
    x	4
> Cc1cc(Cl)ccc1OCC(=O)O
    -2	-5
> CCNc1nc(NC(C)C)nc(N(C#N)CCOc2ccccc2)n1
    x	12
> COC(=O)c1[nH]c(C)c(/C(O)=C2\C(=O)C(=O)N(CCCN3CCOCC3)C2c2ccccn2)c1C (stereo unspecified)
    0	-12
> COc1ccc(CCNC(=O)CSc2nnnn2-c2ccccc2OC)cc1OC
    -12	-42
> O=C(Cc1ccccc1)NCC(=O)N1CCCCCC1
    x	3
> CC(=O)N1CCN(CCN=CC2=C(O)CC(c3ccco3)CC2=O)CC1 (stereo unspecified)
    -7	-22
> CCn1c(COc2ccccc2C)nnc1SCC(=O)CC(=O)Nc1ccccc1OC
    7	-10
> COC(=O)CN(C)C1CC(=O)N(c2ccc(Cl)cc2)C1=O (stereo unspecified)
    16	36
> Cc1ccc(C(=O)Oc2cccc(NC(=O)c3ccco3)c2)cc1S(=O)(=O)N1CCC(C)CC1
    x	6
> COc1ccc(CNC(=O)C2COc3ccccc3O2)cc1 (stereo unspecified)
    -23	-14
> CN(c1ccc(C(=O)NCCSC(C)(C)C)cc1)S(C)(=O)=O
    -13	-15
> C/C(=N\NC(=S)Nc1cccc(C)c1)c1ccccc1
    x	8
> O=C(Cc1ccc(-n2cccc2)cc1)N1CCc2ccccc21
    -5	0

These rows are one share of the data; count on the stated rates, not on these rows.
